C-LANA FP: KSHV C-LANA DNA binding inhibition | inhibition, % at 9 µM | hit rate 0.078% among 340,000 | MBP-C-LANA/FAM-LBS DNA binding, fluorescence polarization;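 active = highest replicate inhibition at or above 60% at 9 µM, even if other replicates fall short; inactive = all replicates below 60% inhibition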;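 note: 0% = neutral control wells and 100% = 4 µM acridine orange control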
V-ATPase pH: yeast V-ATPase proton transport regulation by pHLuorin; S. cerevisiae, pHLuorin cytosolic pH fluorescence; response, % at 10 µM; hit rate 0.37% among 350,000; in the data active = response mostly above about 7.3%, no sharp cut-off; inactive = mostly below about 5.4%; note: actives read high; inactives centre near 0; some compounds called inactive have numbers as strong as hits; reference of the scale not given here
CAL PDZ FP: blocks peptide binding to the human CAL PDZ domain; inhibition, % at 24.9 µM; AID 602252; hit rate 0.92% among 300,000; purified CAL PDZ, TMR-peptide fluorescence polarization, 1 h; Q9HD26;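 active = mean inhibition of at least 30% with at least half of replicates also reaching 30%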;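 note: 0% = DMSO neutral control and 100% = excess unlabeled competitor peptide PRC23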
RTF Ca sens act: cardiac RTF calcium sensitization. hit rate 0.24% among 340,000. IANBD-labeled TnC RTF fluorescence at EC20 calcium; 0% EC20 calcium, 100% full calcium. P19429+P45379. activation, % at 7.2 µM;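 active = activation above the mean over all tested compounds plus 3 SD, cut at about 30% in these data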;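 note: rise in fluorescence read as greater calcium sensitivity of cardiac thin filaments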
HTR5A inv ag: counter-screen for OPRM1-OPRD1 inverse agonists: human HTR5A inverse agonism. hit rate 0.083% among 340,000. inhibition, % at 9.3 µM. HTR5A cell line, luminescence. P47898. AID 504634; in the data active = inhibition mostly above about 23%, no sharp cut-off; inactive = mostly below about 18%;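 note: 0% = cells with DMSO and 100% = no-cell wells with DMSO; some compounds called inactive have numbers as strong as hits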
HTR5A ag ctr: HTR5A agonism, opioid heterodimer counter-screen; HTR5A agonist assay, luminescence, cell-based; AID 504692; activation, % at 9.3 µM; hit rate 0.61% among 340,000; in the data active = activation mostly above about 9.5%, no sharp cut-off; inactive = mostly below about 7.6%;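 note: 0% = cells with vehicle only and 100% = reference agonist; strong numbers were not always called active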
OPRM1-OPRD1 inv: mu-delta opioid heterodimer inverse agonism | P35372+P41143 | cell-based MOR-DOR heterodimer luminescence | inhibition, % at 9.3 µM | hit rate 0.21% among 340,000; in the data active = inhibition above about 22%, passing the limit was not always enough;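 note: 0% = cells with DMSO and 100% = wells without cells with DMSO; values of inactives mirror those of a sister screen read the other way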
Target sequence (P35372 whole entry, looked up): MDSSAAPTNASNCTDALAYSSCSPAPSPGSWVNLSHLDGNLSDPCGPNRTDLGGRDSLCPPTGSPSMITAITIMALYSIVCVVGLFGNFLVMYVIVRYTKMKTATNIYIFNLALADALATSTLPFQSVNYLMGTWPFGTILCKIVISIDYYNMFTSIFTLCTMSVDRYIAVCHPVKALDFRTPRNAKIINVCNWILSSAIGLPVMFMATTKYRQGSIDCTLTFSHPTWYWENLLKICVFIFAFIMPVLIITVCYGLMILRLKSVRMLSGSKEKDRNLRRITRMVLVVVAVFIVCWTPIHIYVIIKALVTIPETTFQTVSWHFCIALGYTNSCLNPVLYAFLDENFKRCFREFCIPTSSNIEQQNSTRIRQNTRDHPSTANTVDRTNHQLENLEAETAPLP
Target sequence (P41143 whole entry, looked up): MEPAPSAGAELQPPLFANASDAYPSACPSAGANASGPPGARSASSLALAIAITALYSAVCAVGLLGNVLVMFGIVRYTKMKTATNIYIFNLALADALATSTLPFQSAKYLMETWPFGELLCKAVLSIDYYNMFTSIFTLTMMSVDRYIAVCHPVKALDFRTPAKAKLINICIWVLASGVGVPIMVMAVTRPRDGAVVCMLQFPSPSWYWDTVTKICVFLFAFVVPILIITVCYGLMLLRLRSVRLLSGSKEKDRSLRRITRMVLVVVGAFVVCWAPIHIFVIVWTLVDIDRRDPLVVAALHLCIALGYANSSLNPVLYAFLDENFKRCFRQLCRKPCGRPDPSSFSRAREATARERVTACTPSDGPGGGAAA
MOR-DOR ag: agonists of human mu-delta opioid receptor heterodimerization. hit rate 0.3% among 340,000. cells, OPRM1-OPRD1 heterodimerization, luminescence. AID 504326. activation, % at 9.3 µM; in the data active = activation above about 18%;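 note: 0% = vehicle-treated cells and 100% = reference agonist; values of inactives mirror those of a sister screen read the other way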
Keap1 Nrf2 FP: Keap1-Nrf2 (human) interaction inhibition | Q14145 | Keap1 Kelch-Nrf2 peptide fluorescence polarization, 1536-well | inhibition, % at 9.4 µM | hit rate 0.15% among 340,000 | AID 504523; in the data active = inhibition above about 12%;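 note: human Keap1 Kelch domain with fluorescein labeled Nrf2 9mer peptide probe; 0% = neutral control wells and 100% = peptide positive control; higher means more block of Keap1 binding to Nrf2 peptide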
Cardiac RTF inh: cardiac RTF calcium desensitization; P19429+P45379; IANBD-labeled cardiac RTF, Ca2+ fluorescence; inhibition, % at 7.15 µM; hit rate 0.12% among 340,000; AID 493244;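 active = inhibition above the mean inhibition of all tested compounds plus 3 SD, cut at about 17% in these data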;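 note: assay run at fixed EC70 calcium of 1.6 mM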
* hit, by the source's call; . = no result given.

molecule	C-LANA FP	V-ATPase pH	CAL PDZ FP	RTF Ca sens act	HTR5A inv ag	HTR5A ag ctr	OPRM1-OPRD1 inv	MOR-DOR ag	Keap1 Nrf2 FP	Cardiac RTF inh
O=C(COC(=O)c1cc(=O)[nH]c2ccccc12)Nc1nc(-c2ccccc2)cs1	1.0	0	1	-1	-2	-2	12	-2.5	2	2
C/C(=N\NC(=O)CNc1cccc2ccccc12)c1ccccc1	-0.5	1	31*	6	4	-1	-14	2.7	-2	2
CCOP(=O)(c1ccccc1)C1(C#N)CC1 (configuration not stated)	2.4	4	-2	4	-12	-4	8	-1.5	-3	-2
COc1c(Cl)cc(Cl)cc1/C=C/C(=O)c1ccc(NC(=O)c2cccs2)cc1	-2.5	-3	-6	0	16	0	-10	1.9	2	-18
COCCn1c(SCC(=O)Nc2nc(C)cs2)nnc1C(C)C	-0.1	-1	-1	4	1	0	-16	2.0	-7	-2
[N-]=[N+]=NC[C@H](Cc1ccccc1)N1CC[C@@H](NC(=O)OCc2ccccc2)CCC1=O	-4.6	11	-10	-2	-31	12	2	-0.4	3	-4
COc1ccccc1CNC(=O)Cn1cc2c(n1)CCCC2	-1.5	-4	.	2	-3	1	4	-0.7	1	-10
COc1ccccc1N1CCN(C(=O)c2cccc(Oc3ccccc3)c2)CC1	-1.0	2	.	0	-2	4	-5	1.1	-2	-9
CCCn1c(SCC(=O)N2CCOCC2)nnc1-c1ccncc1	-0.4	4	19	-4	4	-1	0	-0.1	1	-22
CS(=O)(=O)c1ccccc1-c1nnc(NC(=O)COc2ccc(Cl)cc2)o1	2.8	2	8	-5	14	-5	10	-1.5	-6	14
Cc1csc(=O)n1CCC(=O)OCC(=O)NNC(=O)c1ccc(Cl)cc1	1.5	-7	7	3	-3	0	-13	2.1	-6	-7
CC(C)c1ccc(C(=O)NCCCN(C)C)cc1	-2.0	-2	-1	5	-1	0	2	-0.4	-1	-2
CC(C)(C)C(=O)NC(c1ccccc1)c1c(O)ccc2ccccc12 (configuration not stated)	-0.1	-3	5	-4	-5	1	-15	3.2	-1	-6
CCOC(=O)C(Cc1ccccc1)C(=O)Nc1ccc(NC(=O)C(Cc2ccccc2)C(=O)OCC)cc1 (configuration not stated)	0.1	0	14	6	9	-3	0	0.1	-1	-12
CC12CCC(=O)C=C1CCC1C2CCC2(C)C(C(=O)CO)CC(O)C12 (configuration not stated)	-3.0	1	0	-5	-4	1	14	-2.7	-1	-1
Cc1cccc[n+]1CC(=O)c1ccc2c(c1)OCCO2	-0.1	-1	-5	-3	-2	1	5	-0.7	-3	1
CCC(=O)Nc1ccc2c(c1)nc(CN1CCCCC1)n2C	-0.6	-3	.	-2	18	0	11	-2.2	-5	-1
CCC(C(=O)Nc1cccc(OC)c1)n1nc(C)c2c(C)n(-c3ccccc3)nc2c1=O (configuration not stated)	0.0	-3	1	-2	1	0	15	-2.8	0	-8
CCN1C[C@@H]2[C@@H]3C(=O)N(C)C(=O)[C@@H]3[C@](C)(C1=O)N2C(=O)c1ccc(C(F)(F)F)cc1	-0.1	6	2	-5	10	-4	8	-1.4	-4	-12
COc1ccc(C2/C=C\CN(C(=O)c3ccc(C)cc3)[C@H](Cc3ccccc3)C(=O)N2Cc2ccc(F)cc2)cc1 (some centres not stated)	-0.1	-2	-3	5	5	4	-25	4.5	-4	-16
CCOC(=O)c1oc2ccccc2c1COC(=O)CNC(=O)c1cc(OC)c(OC)c(OC)c1	1.6	-4	0	-2	-4	1	-8	1.1	-2	5
COc1ccc([C@H]2CC(=O)C=C(c3cc(C)ccc3F)C2)cc1	0.3	5	-1	4	-29	10	-45	7.8	-9	4
Cc1ccc(C)c(NC(=O)Cc2coc3cc4c(cc23)CCC4)c1	0.3	1	-3	-11	4	3	11	-2.0	-2	4
CC(C)(C)c1csc(Sc2ncccc2[N+](=O)[O-])n1	-1.1	2	.	3	13	-2	-25	4.9	-4	1
N#CC1=C(N)Oc2cc(O)ccc2C1c1ccncc1 (configuration not stated)	-0.9	0	-25	-4	7	-3	14	-3.4	-2	7
CCOC(=O)Cc1c(Cl)c2ccccc2[nH]c1=O	1.0	0	-1	-1	-13	-3	1	-0.3	-3	1
O=C(c1cccs1)N1CCN(C2CCN(Cc3ccccc3)CC2)CC1	-0.3	0	-2	1	-23	2	3	-0.6	-3	-2
CC(C)(C)c1ccc(/C=C/C(=O)Nc2nncs2)cc1	0.0	3	4	7	5	-2	-5	0.9	2	-3
COc1cccc(C(=O)NN2CC(O)=C(c3nc4ccccc4s3)C2=N)c1	2.2	3	-3	0	0	0	8	-1.3	-4	-7
CCCCCCCn1ccc(O)c(CC(=O)OC)c1=O	0.4	-3	2	6	6	7	12	-2.5	0	5
C[n+]1cn(Cc2cc(Cl)ccc2OC(F)F)c2ccccc21	0.5	1	-4	-1	4	-1	13	-2.8	2	1
Cc1ccc(NC(=O)Nc2cccn(Cc3c(F)cccc3Cl)c2=O)cc1	-0.8	0	.	2	-29	1	-25	5.0	2	-2
CC(=O)c1ccccc1OCC(O)CN1CCN(C(c2ccccc2)c2ccccc2)CC1 (configuration not stated)	0.5	-2	-1	-7	7	3	3	-0.8	-3	7
O=C(CN(C(=O)CCC(=O)Nc1nccs1)c1ccc(F)cc1)NCc1ccco1	0.7	-1	-4	-1	-18	3	-2	0.4	-3	-4
Cc1sc2nc(SCC(=O)N(CCO)CCO)nc(N)c2c1C	0.2	1	4	2	-3	2	3	-0.6	-4	-2
COc1ccc(C(=O)N2CCNC(=O)C2CC(=O)Nc2ccc(C)c(C)c2)cc1 (configuration not stated)	-0.2	4	8	5	-14	4	9	-1.7	-2	-4
Cc1ccc(S(=O)(=O)N(C)CC(=O)N2CCCCCC2)cc1	1.1	-1	.	2	-18	-4	12	-2.4	-7	-7
CCCCn1c(/N=C/c2ccccc2NS(=O)(=O)c2ccc(C)cc2)nc2ccccc21	13	-6	2	-6	-29	7	-6	1.0	-7	2
CCOc1cc(/C=N/n2cnnc2)ccc1OCC(=O)Nc1ccccc1OC	-1.8	-1	-1	0	22	-8	12	-2.1	1	-17
Cc1cccc(NC(=O)NNC(=O)c2nn(C)cc2Br)c1	-1.9	-2	-5	-5	-1	7	0	0.0	-5	-10
O=C(Nc1cccc(Cl)c1Cl)c1ccccc1NC(=O)C1CC=CCC1C(=O)O (configuration not stated)	0.8	1	-3	-3	-7	2	7	-1.1	3	1
CC(=O)c1cc2c(cc1NC(=O)CN1Cc3ccccc3C1=O)OCO2	-1.2	0	1	1	-26	6	6	-1.1	-7	11
CCOC(=O)c1nc(N)c(=O)n(-c2ccc(C)cc2)n1	1.6	-2	-1	1	19	-1	6	-1.2	-2	-6
COc1ccccc1NS(=O)(=O)c1cccs1	2.4	2	-23	4	7	-3	6	-1.1	-2	-3
Cc1noc(C)c1COc1ccccc1C(=O)NCc1ccccc1Cl	-1.3	-2	-2	-5	-6	2	13	-2.1	-4	-6
O=[N+]([O-])c1ccc(O)c(/C=N/Nc2ccc(Cl)nn2)c1	-0.9	-3	-3	0	0	-9	-8	1.5	1	11
C=CCNC(=O)NC(=O)COC(=O)[C@H](C)NS(=O)(=O)c1c(C)c(C)cc(C)c1C	-0.4	-4	3	3	-2	2	11	-2.2	1	-6
CCC(C)NC(=O)CN(C1CCCCC1)S(C)(=O)=O (configuration not stated)	0.3	-1	7	-1	7	0	13	-2.5	2	-5
CCC(=O)NNC(=O)Cc1c(C)n(C(=O)c2ccc(Cl)cc2)c2ccc(OC)cc12	-0.5	2	-7	3	-8	3	1	-0.1	-1	3
CCN(CC)C(=O)[C@H]1C[C@H](CC(=O)NCCc2ccccn2)C(=O)N2CCc3c([nH]c4cc(CCC(=O)N(C)C)ccc34)[C@]12C	0.4	-2	8	-5	5	-1	13	-2.6	3	-3

(cont.)
molecule	C-LANA FP	V-ATPase pH	CAL PDZ FP	RTF Ca sens act	HTR5A inv ag	HTR5A ag ctr	OPRM1-OPRD1 inv	MOR-DOR ag	Keap1 Nrf2 FP	Cardiac RTF inh
COCC1CCCCN1C(=O)c1ccc2oc(CCCc3ccccc3)nc2c1 (configuration not stated)	-0.6	3	0	-2	10	1	0	0.0	-2	7
C[C@H](CO)N1C[C@H](C)[C@@H](CN(C)C(=O)Nc2ccccc2)Oc2ccc(NC(=O)CCC(F)(F)F)cc2C1=O	-2.1	6	9	1	9	3	7	-1.1	-5	-19
Cc1ccc(-n2nc(C)c3c(C)c(CCC(=O)NCC4CCCO4)c(=O)n(C)c32)cc1 (configuration not stated)	-0.3	2	-2	0	8	7	15	-2.8	-3	-7
CCOC(=O)c1ccc(S(=O)(=O)N2CCC(N3CCCCC3)CC2)cc1	-0.6	-3	-2	9	10	-4	14	-2.6	-4	-7
Cc1nnc(NC(=O)c2ccc3c(c2)NC(=O)CS3)s1	0.5	-11	1	-5	-10	4	11	-2.7	18*	4
COC(=O)c1ccc(C(=O)N2CCCC(CNC(=O)c3ccc(F)cc3)C2)cc1 (configuration not stated)	0.0	0	0	-3	-4	4	14	-2.7	-2	3
COc1ccc(C(=O)Nc2ccccc2C(=O)NCCN2CCOCC2)cc1OC	-0.8	-1	-4	-3	5	3	8	-2.4	-3	0
CN(CC(=O)Nc1ccc(F)cc1)C(=O)c1ccc(OCc2cn3ccccc3n2)cc1	1.5	4	.	-4	12	-3	11	-2.2	2	1
COc1ccc(NC(=O)C2CCCO2)c(OC)c1 (configuration not stated)	-0.8	-5	.	-3	-14	2	11	-2.1	-2	5
C/C(=N\NC(=S)NC(C)C)c1ccccc1OC(F)F	-0.1	-4	1	-7	0	0	12	-2.5	-3	-20
O=C(c1cccc2ccccc12)N1CCN(Cc2ccccc2F)CC1	-0.8	2	-2	-2	2	0	12	-2.4	-4	-5
COc1ccc(O)c(-c2[nH]ncc2C(=O)c2ccccc2C)c1	1.2	-2	0	-10	-8	3	-17	3.0	-3	-8
COC(=O)c1c(C)[nH]c(C(=O)CSc2ncnc3sc(-c4ccccc4)cc23)c1C	2.3	-10	0	1	4	3	0	0.0	-3	-13
O=C(NCC(c1cccs1)N1CCOCC1)c1cccnc1 (configuration not stated)	1.8	1	0	-2	11	1	-1	0.4	6	-4
CC(=O)/C(N=Nc1ccc2c(c1)OCO2)=C(\C)O	1.1	-4	-1	3	-1	-6	2	-0.3	-8	0
Cc1ccc(C)c2sc(NC(=O)c3ccc(N4C(=O)CCC4=O)cc3)nc12	-1.0	3	.	2	-6	-3	8	-1.6	-7	-1
Cc1ccccc1CNC(=O)CCn1nc(C)c2c(C)n(-c3ccccc3)nc2c1=O	0.5	-1	4	3	-1	2	17	-3.4	-3	-6
CCCC(=O)NC(=S)NNC(=O)c1ccc([N+](=O)[O-])cc1	-0.7	0	-2	1	28	1	9	-1.6	-7	14

Screening data deposited in PubChem by several laboratories.
